FEN1 inh: inhibitors of human flap endonuclease 1; P39748; Recombinant FEN1 flap cleavage, fluorescence, 15 min; Potency, µM (top dose mostly 114 µM), for inactives: top-dose activity change, negative = inhibition, usual class: inhibitors; hit rate 0.35% among 390,000; AID 588795; note: nearly all actives have a fitted effect of over 65% in size
Target sequence (P39748 whole entry, looked up): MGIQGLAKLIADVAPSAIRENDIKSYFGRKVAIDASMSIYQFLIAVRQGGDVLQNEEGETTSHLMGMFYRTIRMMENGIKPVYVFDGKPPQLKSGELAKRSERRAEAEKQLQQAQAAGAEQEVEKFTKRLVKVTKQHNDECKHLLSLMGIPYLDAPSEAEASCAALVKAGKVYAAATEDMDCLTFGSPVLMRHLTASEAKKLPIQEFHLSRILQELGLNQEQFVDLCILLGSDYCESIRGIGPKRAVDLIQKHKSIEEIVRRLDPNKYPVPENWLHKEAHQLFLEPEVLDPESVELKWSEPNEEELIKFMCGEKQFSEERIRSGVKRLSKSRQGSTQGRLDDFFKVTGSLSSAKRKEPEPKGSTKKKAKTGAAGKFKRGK
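FEN1 at 10 nM, compound pretreatment for 15 min (room temperature), 50 nM final substrate to initiate; endpoint reads at 0 and 15 min; DMSO-only plates used as vehicle background.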
N370S GC: inhibitors or activators of N370S glucocerebrosidase for Gaucher disease. N370S GC spleen homogenate, 4MU-glucoside fluorescence. Potency, µM (series often up to 59.4 µM), without a hit: top-dose activity change, negative = inhibition, hits mostly inhibitors. hit rate 0.092% among 330,000;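 note: 0% = full enzyme activity and -100% = no enzyme basal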
TDP1 cell CPT: growth inhibition of DT40 Tdp1-/-;hTDP1 cells with camptothecin (screen for TDP1 inhibitors). chicken DT40 Tdp1-/-;hTDP1 cells + 20 nM CPT, ATP luminescence, 48 h. Potency, µM (series often up to 46.2 µM), inactives show at the top dose activity change, negative = growth inhibition, hits mostly inhibitors. hit rate 12% among 420,000; note: nearly all actives have a fitted effect of over 55% in size
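Chicken DT40 Tdp1-/- cells stably complemented with human TDP1 were seeded at 400 cells/well in medium containing 20 nM camptothecin, exposed to pin-transferred compounds, and grown at 37 °C for at least 48 hr. Viability was read as ATP luminescence.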
Numbers without * were called inactive; ? = inconclusive; / = not tested or not shown; & = joins results of further samples. Calls come from the whole dose curve; as a rule, active = well fitted curve in the direction sought with a large enough effect; inconclusive = small, poorly fitted or top-dose-only effect, or another doubt; inactive = no such curve, though single readings can be large; an effect the other way counts as inactive or inconclusive. Unless noted, % is set by controls: 0 for no effect and ±100 for the full control effect; potency is the fitted concentration of half-maximal effect. Some of the compounds tested; the hit share may differ from the screen's.

SMILES	FEN1 inh	N370S GC	TDP1 cell CPT
Nc1nnc(SCC(=O)OCC(=O)c2ccccc2Br)s1	-5%	0%	26µM*
Cc1ccc(C(=O)C(OC(=O)CCC(=O)Nc2cccc(C)c2)c2ccccc2)cc1 (configuration not stated)	6%	4%	4%
COc1ccc(CNc2oc(-c3ccccc3)nc2C#N)cc1	-10%	25%	0%
CC(/C=N/NC(=O)c1cccc([N+](=O)[O-])c1)=C\c1ccccc1	-19%	5%	-3%
CN1C[C@@H]2[C@@H]3C(=O)N(C)C(=O)[C@@H]3[C@](C)(C1=O)N2C(=O)c1ccc(C(F)(F)F)cc1	-3%	/	-5%
COc1cc(NC(=O)c2cccc(COCC(F)(F)C(F)F)c2)cc(OC)c1OC	-2%	-11%	?
Cc1ccc(SC(C)C(=O)Nc2cccnc2)cc1 (configuration not stated)	9%	-15%	?
Cc1ccc(NC(=O)CSc2nccn2-c2ccccc2)cc1	-15%	/	?
CCS(=O)(=O)N1CCN(S(=O)(=O)c2ccc3c(c2)OCCO3)CC1	-8%	-2%	-10%
COc1cc2[nH]c(=O)n(CCC(=O)NC3CCCC3)c(=O)c2cc1OC	-2%	-9%	-14%
COc1cccc(/C=C/C(=O)c2ccc3c(c2)OCCO3)c1OC	-6%	-6%	4.1µM*
CS(=O)(=O)c1ccc2nc(NC(=O)CCC(=O)c3cccs3)sc2c1	0%	-4%	?
COc1ccc(NC(=O)CC2CC3CCC2C3)cn1 (configuration not stated)	3%	-2%	-7%
Cc1c(C(=O)O)sc(S(=O)(=O)N2CCN(C(=O)CC(C)c3ccccc3)CC2)c1C(=O)O (configuration not stated)	2%	/	?
Cc1c(Cc2ccccc2)c(=O)oc2c(CN(C)C)c(O)c(Cl)cc12	-7%	?	?
Cc1noc(C)c1-c1nc(NCc2cccs2)c2ccccc2n1	/	?	?
CCCn1c(CCNc2nc(-c3ccc(Cl)c([N+](=O)[O-])c3)cs2)nc2cc(Cl)c(Cl)cc21	-10%	0%	-11%
C[C@H](CO)N1C[C@H](C)[C@@H](CN(C)C(=O)NC2CCCCC2)Oc2ccc(NC(=O)c3ccncc3)cc2C1=O	5%	/	7%
CC(=O)NC1(c2ccccc2)CCN(Cc2nnnn2C(C)(C)C)CC1	-3%	3%	-12%
COc1ccc(-c2nnnn2C)cc1S(=O)(=O)NCc1ccccc1	0%	3%	0%

Retrieved by compound from the list above:
SMILES	FEN1 inh	N370S GC	TDP1 cell CPT
Cc1c(C(=O)O)sc(S(=O)(=O)N2CCN(C(=O)CC(C)c3ccccc3)CC2)c1C(=O)O (configuration not stated)	2%	/	?
COc1cccc(/C=C/C(=O)c2ccc3c(c2)OCCO3)c1OC	-6%	-6%	4.1µM*
COc1ccc(-c2nnnn2C)cc1S(=O)(=O)NCc1ccccc1	0%	3%	0%
Cc1c(Cc2ccccc2)c(=O)oc2c(CN(C)C)c(O)c(Cl)cc12	-7%	?	?
COc1ccc(NC(=O)CC2CC3CCC2C3)cn1 (configuration not stated)	3%	-2%	-7%

Continued.
SMILES	FEN1 inh	N370S GC	TDP1 cell CPT
N#Cc1cc[n+](CC(=O)c2ccc(NC(=O)c3ccccc3)cc2)cc1	-3%	0%	-9%
Cc1ccc(S(=O)(=O)NCC(c2ccc(N(C)C)cc2)N2CCc3ccccc32)cc1C (configuration not stated)	13%	/	?
Cn1c(SCC(=O)NC2CC2)nnc1C(F)(F)F	-12%	2%	2%
O=C(Nc1ccccc1F)C1(c2ccccc2)CC1(Cl)Cl (configuration not stated)	4%	12%	-29%
Fc1ccc(/C=C2\CCCC3=C2Nc2ncnn2C3c2ccc(F)cc2)cc1 (configuration not stated)	-22%	3%	15µM*
COc1ccc(C(=O)C2CCCN(S(=O)(=O)c3cccc(C)c3)C2)c(C)c1 (configuration not stated)	1%	0%	16µM*
N#Cc1cccc(C#N)c1Oc1ccc(N)cc1	20%	-7%	-3%
COc1ccc(C23CC4CC(CC(C(=O)O)(C4)C2)C3)c(F)c1	0%	3%	-7%
Cc1nc2sccn2c1-c1nc(-c2cc3ccccc3o2)cs1	-13%	3%	?
COc1ccc(-c2nnc(NC(=O)c3ccccc3C)o2)cc1	0%	-4%	16µM*
Cc1cccc(NC(=O)CN2C(=O)S/C(=C\c3cccn3-c3cccc(C(=O)O)c3)C2=O)c1	?	-15%	1%
Cc1cccc2cc(C#N)c(N3CCN(C)CC3)nc12	-5%	-5%	?
CCOc1ccc(CCNC(=O)c2cc(=O)[nH]c3ccc(S(=O)(=O)N4CCCCC4C)cc23)cc1OCC (configuration not stated)	-4%	/	?
O=C(c1ccc(CS(=O)c2ccccc2Cl)o1)N1CCOCC1 (configuration not stated)	-2%	3%	-7%
C/C(=N\NC(=O)c1nnn(-c2nonc2N)c1-c1cccs1)c1cccnc1	4%	-18%	-3%
Cc1nn(C(C)C(=O)NCCN2CCCC2)c(=O)c2c1sc1ccccc12 (configuration not stated)	-4%	-2%	-11%
Cc1cc(C)n(-c2nc(N(C)C)nc(N3CCOCC3)n2)n1	2%	7%	-12%
COc1ccc(S(=O)(=O)Nc2ccc(F)cc2)cc1N(C)S(=O)(=O)c1ccc(Cl)cc1	-5%	-21%	?
O=C(c1ccc(Br)o1)N(c1ccc(Br)cc1)C1C=CS(=O)(=O)C1 (configuration not stated)	4%	0%	?
S=C(NCc1ccccc1)Nc1ccc2cn[nH]c2c1	0%	19%	-1%
COc1ccc(Cl)cc1NC(=O)CSc1nnc2[nH]c(=O)cc(C)n12	0%	/	19%
CCO[C@H]1OC(C(=O)O)=C[C@@H](C(C)(C)C)[C@@H]1CCCO	2%	/	0%
Cc1cccc(NC(=S)N2CCN(c3ccccc3)CC2)c1	14%	0%	3%
Cc1ccc(SCC(Cc2ccccc2)N2CCN(CCc3ccccc3)CCC2=O)cc1 (configuration not stated)	-26%	4%	/
CC(=O)N1CCN(C(=O)Nc2cccc(C(F)(F)F)c2)CC1	-1%	-25%	-3%
Cn1c(N2CCN(c3ccccn3)CC2)nc2c1c(=O)n(Cc1ccc(Cl)cc1)c(=O)n2C	3%	-2%	16µM*
C/C(=N\Nc1ccc(Cl)cc1)c1ccccn1	2%	-2%	?
CNC(=O)c1c(NC(=O)c2ccco2)sc2c1CCC2	-4%	?	?
CN(C)S(=O)(=O)c1cccc(NC(=O)c2ccc(Sc3nncn3C)c([N+](=O)[O-])c2)c1	6%	-7%	?
COCCNC(=O)C1(C)C=CC2(CCCCC2)N1C(=O)c1ccccc1 (configuration not stated)	12%	-6%&0%	-2%

Compound profiles, from the list above. Order of screens: FEN1 inh | N370S GC | TDP1 cell CPT
CNC(=O)c1c(NC(=O)c2ccco2)sc2c1CCC2 is entered as -4% | ? | ?
CCO[C@H]1OC(C(=O)O)=C[C@@H](C(C)(C)C)[C@@H]1CCCO is entered as 2% | / | 0%
CC(=O)N1CCN(C(=O)Nc2cccc(C(F)(F)F)c2)CC1 is entered as -1% | -25% | -3%
COc1ccc(Cl)cc1NC(=O)CSc1nnc2[nH]c(=O)cc(C)n12 is entered as 0% | / | 19%
Cn1c(N2CCN(c3ccccn3)CC2)nc2c1c(=O)n(Cc1ccc(Cl)cc1)c(=O)n2C is entered as 3% | -2% | 16µM*

Next part
SMILES	FEN1 inh	N370S GC	TDP1 cell CPT
Cc1cccc(C2c3[nH]c4ccccc4c3CCN2C(=O)c2cc(CC(C)C)[nH]c(=O)n2)n1 (configuration not stated)	-19%	-7%	?
Cn1c(=O)c2c(nc(SCC(=O)NC3CCCC3)n2C)n(C)c1=O	-9%	-3%	0%
O=C(O)CC(NNC(=O)c1ccccc1)C(=O)Nc1ccc([N+](=O)[O-])cc1 (configuration not stated)	0%	10%	2%
CCc1ccccc1N(C)C(=O)Cn1cnc2sc(C)c(S(=O)(=O)N3CCN(c4ncccn4)CC3)c2c1=O	-2%	/	?
CCCCN1CC(=O)N2[C@H]3c4ccccc4OC[C@@H]3[C@H](C(=O)OCC)[C@]2(C)C1=O	4%	/	6%
CCOc1ccc(-c2[nH]ncc2Oc2ccccc2OC)c(O)c1	?	-8%	-24%
COc1cc(C(=O)NNC(=O)C2CCCC2)cc(OC)c1OC	-2%	-9%	13%
CCOC(=O)C1C(C)=C(Nc2ccc(OC)cc2)C(=O)N1c1ccc(OC)cc1 (configuration not stated)	-7%	29%	-3%
CC(O)c1nc2ccccc2n1CC(=O)Nc1ccc(F)cc1Cl (configuration not stated)	12%	-3%	7%
C/C(CC(=O)Nc1ccc2c(c1)OCCO2)=N\NC(=O)c1ccccc1Cl	-1%	-2%	4%
O=C(NC1CCN(Cc2ccccc2)CC1)c1cccc(S(=O)(=O)Nc2cc(C(F)(F)F)ccc2Cl)c1	-10%	-15%	?
O=C(COCc1cc(-c2ccco2)on1)Nc1ccc(OC(F)(F)F)cc1	1%	/	?
CCOc1ccc(S(=O)(=O)Nc2cc(Cl)ccc2OC)c2cccnc12	-11%	/	15µM*
CCN(CC)C1CCCCC1NS(=O)(=O)c1ccc(Cl)cc1 (configuration not stated)	22%	-13%	-21%
Cc1cccc(Cn2c(SCC(=O)Nc3ccccc3)nc3c2c(=O)[nH]c(=O)n3C)c1	-3%	29%	?
Cc1ccccc1OCC(=O)OCC(=O)c1cc(C)n(C2CC2)c1C	-3%	14%	-4%
CC1=C(/C=C/C(C)=C/C=C/C(C)=C\CO)C(C)(C)CCC1	/	0%	18µM*
Cc1cccnc1NC(=O)C1COc2ccccc2O1 (configuration not stated)	-1%	0%	5%
CCOc1cc(C=O)c(Br)cc1OC1CCCC1	1%	7%	-22%
CCCCC(=O)Nc1c2c(nn1-c1ccc([N+](=O)[O-])cc1)CS(=O)(=O)C2	15%	-1%	1%
COc1cc(C(=O)NC(=S)N(CCc2ccccc2)CCc2ccccc2)cc(OC)c1OC	2%	9%	23µM*
CC(=O)c1c(C)[nH]c(C2=NNC(=NC(C)(C)C)SC2)c1C	-3%	-12%	17%
Cc1occc1C(=O)N/N=C/C(Br)=C/c1ccccc1	0%	-7%	9.2µM*
O=C(c1cc(COc2c(F)cccc2F)on1)N1CCCCCC1	4%	-17%	-16%
CC[C@@]1(O)C(=O)OCc2c1cc1n(c2=O)Cc2cc3c(CN(C)C)c(O)ccc3nc2-1	9%	-24%	0.15µM*
N#Cc1cc2c(nc1SCC(=O)NCc1ccc3c(c1)OCO3)CCCCC2	6%	22%	-21%
COCC(=O)N1CCC(Oc2ccc(C(=O)N3CCCCCC3)cc2)CC1	-2%	2%	9%
COC(=O)c1sccc1NC(=O)COc1ccc(Cl)cc1Cl	-2%	10%	-5%
COc1ccc(/C=C/C(=O)O)cc1S(=O)(=O)NCc1ccco1	-8%	1%	12%
Cc1ccc(O)c(NC(=O)CCC2CCCCC2)c1	5%	5%	-22%
Cc1c(C(=O)N2CCN(Cc3ccc4c(c3)OCO4)CC2)cccc1[N+](=O)[O-]	-4%	10%	3%
COc1ccccc1CCN1COc2c(cc3c(C)c(C)c(=O)oc3c2C)C1	-1%	/	?
O=c1c(C(c2ccc(O)cc2)c2c(O)nc3n(c2=O)CCCS3)c(O)nc2n1CCCS2	8%	3%	2%
O=C(CCc1cn(Cc2ccc(F)cc2)c2ccccc12)NC1CCCCC1	-9%	/	-11%
O=C(O)CSc1cn(Cc2ccccc2)c2ccccc12	0%	-4%	1%
COc1ccc(OC)c(CCNC(=O)c2nn(C)c3c2CS(=O)(=O)c2ccccc2-3)c1	-2%	1%	?
CCOc1ccc(C(=O)NCC(=O)OCC(=O)c2ccc3c(c2)-c2ccccc2C3)cc1	8%	2%	3%
O=c1[nH]c2ccc(S(=O)(=O)Nc3cc(Cl)ccc3O)cc2o1	-6%	/	-8%
COc1ccc(-c2cc(C(=O)N3CCCCCC3)no2)cc1OC	0%	-9%	1%
CCn1ncc(Br)c1C(=O)Nc1ccc(-c2ccno2)cc1	-9%	-6%	-12%
COc1cc(C(=O)NCC(c2ccc(F)cc2)N2CCOCC2)ccc1OCc1ccccc1Cl (configuration not stated)	-17%	?	?
CC1CCc2cccc3c2N1c1cc(C#N)c(C#N)cc1O3 (configuration not stated)	-18%	-11%	-22%
Cc1nnsc1Sc1ccccc1	16%	-9%	-3%
Cc1[nH]c2ccc(S(N)(=O)=O)cc2c1C	2%	7%	-3%
CC(=O)C1=NOC2C(=O)N(c3ccc(Cl)cc3)C(=O)C12 (configuration not stated)	9%	5%	-8%
COc1cc2cc(CNc3ccccc3)c(=O)n(CC(=O)Nc3ccccc3)c2cc1OC	-10%	/	?
CNS(=O)(=O)c1cnccc1N1CCN(c2cccc(Cl)c2)CC1	-2%	4%	-9%
Cc1cccc(-n2c(-c3csc(C)c3)n[nH]c2=S)c1	-8%	1%	?
CCC(C)(C)NC(=O)/C=C/c1cccs1	-1%	-14%	-27%
CC(C)c1ccccc1Oc1c(C(F)(F)F)oc2c(CN3CCN(C)CC3)c(O)ccc2c1=O	-9%	/	-19%
O=c1oc2ccccc2cc1-c1nc2c(s1)CCCC2	2%	/	?
O=C(CN1C(=O)NC2(CCCC2)C1=O)Nc1ccc(F)c([N+](=O)[O-])c1	6%	6%	-12%
CCCc1cc(=O)[nH]c(SCC(=O)N2c3ccccc3CC2C)n1 (configuration not stated)	-12%	/	-4%

Source: PubChem BioAssay (National Center for Advancing Translational Sciences (NCATS))
